mHTT-CaM PPI inh: mHTT-calmodulin interaction abrogation | inhibition, % at 15 µM | P42858 | hit rate 3.6% among 190,000 | AlphaScreen His-mHTT/GST-CaM binding, luminescence;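 further: 0% = both proteins with DMSO and 100% = one protein alone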
Pf apPOL inh: Pf-apPOL DNA polymerase inhibition. Recombinant Pf-apPOL, molecular beacon fluorescence, 1.5 h. inhibition, % at 10 µM. hit rate 0.25% among 210,000. AID 1794808
Active calls of the source: *; . = not tested or not shown; & = joins results of further samples. No stated cut-off is given here; in the data, active means inhibition above about 50%; inactive means the rest.

1) COC(=O)C1C2C=CC3(CN(c4ccc(OC)cc4)C(=O)C13)O2 (stereo not drawn)
2) Cc1cc(C)cc(NC(=O)c2ccc(NC(=O)c3ccco3)cc2)c1
3) Cc1c(Cl)cccc1NC(=O)N1CCN(C2=CC3=NC(C)CN3C=N2)CC1 (stereo not drawn)
4) N#CC1=C(N)Oc2cc(N)ccc2C1C1CCCCC1 (stereo not drawn)
5) Cc1ccc(N2C=C(C(=O)N3CCC(C)CC3)S(=O)(=O)c3ccccc32)cc1C
6) Cc1ccc(S(=O)(=O)N2C(=O)CSC2=Nc2ccccc2)cc1
7) Cc1ccc(C(=O)N2CCC(c3nc4cccnc4n3C)C2)cc1C (stereo not drawn)
8) COc1ccc(C(=O)Nc2ccc([N+](=O)[O-])cc2OC)cc1
9) COc1ccc(NC(N)=Nc2nc(C)cc(=O)[nH]2)cc1
10) CCc1cc2c(=O)c(-c3ccc4c(c3)OCO4)c(C)oc2cc1OC(C)C

assay / compound	1	2	3	4	5	6	7	8	9	10
mHTT-CaM PPI inh	-17	0	0	23	16	1	6	9	-5	0
Pf apPOL inh	-1	-5	-2	3	-2	9	-4	-8	-9	-4

11) COc1ccc2nc(C)cc(N)c2c1
12) Fc1ccc(C2C=C(c3ccc(Br)cc3)Nc3ncnn32)cc1 (stereo not drawn)
13) CC(C)CN1COc2ccc3c(=O)c(-c4ccccc4)coc3c2C1
14) CSc1ccccc1C(=O)NCc1cc(-c2ccc3c(c2)OCO3)on1
15) O=C(NCCc1csc(-c2cccs2)n1)C1CCN(C(=O)Cc2cccs2)CC1
16) COc1ccc(CC2SC(=Nc3ccccn3)NC2=O)cc1 (stereo not drawn)
17) COc1ccc(NC(=O)N2CCCC(C)(C(=O)NCc3ccccc3)C2)c(OC)c1 (stereo not drawn)
18) C=CCN1CCN(C(=O)C2CCN(c3cc(Nc4ccc(C)cc4)ncn3)CC2)CC1
19) COc1ccccc1NC(=O)N1CCn2cccc2C1C(C)C (stereo not drawn)
20) CN(C)c1oc(-c2ccc(F)cc2)nc1S(=O)(=O)c1ccccc1

assay / compound	11	12	13	14	15	16	17	18	19	20
mHTT-CaM PPI inh	-1	-1	6	1	2	1	-5	27	-4	4
Pf apPOL inh	-40	-4	3	-7	-4	1	-6	-2	-5	0

21) CC12C=CC3(CN(Cc4ccccc4)C(=O)C3C1C(=O)NCCC1=CCCCC1)O2 (stereo not drawn)
22) CN1CCN(C(=O)CN(C)S(=O)(=O)c2ccc(Br)cc2)CC1
23) Cc1cc2n(c1)CCn1c(C)ccc1-2
24) CCOc1ccc(C2C(C#N)=C(N)Oc3cc(N)ccc32)cc1 (stereo not drawn)
25) O=C(CSc1nc2cccnc2s1)c1cccc([N+](=O)[O-])c1
26) Cc1cc(C)nc(NC=C(C#N)C(=O)c2ccoc2C)n1
27) Cc1cccc(C2CC(c3ccccc3)Nc3ncnn32)c1 (stereo not drawn)
28) Cc1ccc2ncn(C3CCN(S(=O)(=O)c4ccccc4C)CC3)c(=O)c2c1
29) Cc1cccc(-n2nc3c(c2NC(=O)c2ccc(S(=O)(=O)N(C)C)cc2)CSC3)c1
30) Cc1ccc(NC(=O)CC2Sc3ccccc3NC2=O)c(C)c1 (stereo not drawn)

assay / compound	21	22	23	24	25	26	27	28	29	30
mHTT-CaM PPI inh	27	1	93*	12	.	.	6	-4	39	-4
Pf apPOL inh	-9	2	42	-4	0	-3	-2	2	-2	-6

31) Cc1nnc(SCC(=O)Nc2ccc(Cl)cn2)[nH]c1=O
32) N#Cc1cccc(C(=O)N2CCC3(CC2)NC(=O)N(Cc2ccccc2)C3=O)c1
33) COc1cc2nc(SCc3cccc([N+](=O)[O-])c3)n3nc(C)nc3c2cc1OC
34) CC1(C)CC(=O)C2=C(C1)OC(N)=C(C#N)C2c1c[nH]c2ccccc12 (stereo not drawn)
35) CC(C)N1CC(COc2ccc(Br)cc2)OC1=O (stereo not drawn)
36) O=C(/C=C/c1cccnc1)c1ccc(NC(=O)c2ccco2)cc1
37) O=[N+]([O-])c1cnn(-c2nn[nH]n2)c1
38) COc1ccccc1NS(=O)(=O)c1ccc(Cl)cc1
39) Cn1cccc1/C=C1\CC/C(=C\c2cccn2C)C1=O
40) Cc1cc2cc(CCNC(=O)c3cccc(C(F)(F)F)c3)c(=O)[nH]c2cc1C

assay / compound	31	32	33	34	35	36	37	38	39	40
mHTT-CaM PPI inh	-2	0	1	18&16	.	1	-5	-6	47	0
Pf apPOL inh	-10	3	-2	0&4	-45	3	.	-2	-5	-1

41) Cc1ccccc1CNC(=O)c1csc(-c2ccc(C)n2C)n1
42) O=C(COc1ccc(S(=O)(=O)Nc2ccccc2)cc1Cl)c1ccccc1
43) Cc1ccc([N+](=O)[O-])cc1NC(=O)c1cnc2scc(C)n2c1=O
44) O=C(Nc1nccs1)C1CCN(C(=O)c2cc(=O)c3ccccc3o2)CC1
45) CCCN1C(=O)Cc2ccccc2C1C(=O)NCc1ccco1 (stereo not drawn)
46) Cc1ccc(C)c(NS(=O)(=O)c2ccc(Cl)cc2)c1
47) COc1ccc(-n2c(CN3CCN(C(=O)NC(C)C)CC3)nc3cccnc32)cc1
48) CC(C)c1c(C(=O)O)nnn1-c1cccc(Br)c1
49) CCOC(=O)C1CCN(Cc2cc(=O)oc3ccc(CC)cc23)CC1
50) Cc1nc2c(NC(=O)C3CCCCC3)cccn2n1

assay / compound	41	42	43	44	45	46	47	48	49	50
mHTT-CaM PPI inh	82*	.	7	-1	41	-23	-5	-12	3	-2
Pf apPOL inh	2	-1	-2	-2	-4	-3	4	1	-17	2

51) COc1cc2c(cc1OC)CN(C(=O)C(c1ccccc1)n1cccc1)CC2 (stereo not drawn)
52) Cn1cc(CC(=O)N2CCC(N3CCCCC3)CC2)c2cccnc21
53) CCOc1ccccc1N1CCN(Cc2ccc(O)c(OC)c2)CC1
54) COc1ccccc1NC(=O)C1=C(C)Nc2nc3ccccc3n2C1c1ccccc1Cl (stereo not drawn)
55) COc1cc(/C=C2\C(=O)NN(c3ccccc3)C2=O)cc(Cl)c1OC
56) c1ccc(-c2cn3nc4c(nc3n2)[nH]c2ccccc24)cc1
57) COc1ccc(/C=C2N=C(/C=C/c3ccc(C)cc3)OC\2=O)c(OC)c1OC
58) O=C(CCn1ccc(=O)[nH]c1=O)N1CCCC(c2nnc(-c3cccs3)o2)C1 (stereo not drawn)
59) CN(CC(=O)Nc1ccc(OC(F)(F)F)cc1)S(=O)(=O)c1cccs1
60) COc1cc(C(F)(F)F)c(C(N)=O)cn1

assay / compound	51	52	53	54	55	56	57	58	59	60
mHTT-CaM PPI inh	65*	1	4	9	28	-3	-1	-18	-9	.
Pf apPOL inh	6	-2	-3	-1	-1	.	-1	-4	-4	5

61) C=CCc1ccc(OCC(O)CN2CCN(Cc3ccccc3)CC2)c(OC)c1 (stereo not drawn)
62) Cc1ccc(-c2nocc2CCC(=O)N2CCN(c3ccccc3)CC2)cc1
63) O=S(=O)(c1ccccc1C(F)(F)F)N1CCOCC1
64) COc1ccccc1NC1=CC(=NS(=O)(=O)c2ccc(F)cc2)c2ccccc2C1=O
65) COC(=O)c1c(C)nn(C(=O)c2ccc(C)cc2)c1-c1cc(C)on1
66) COc1cccc(C2=N/C(=C\c3cccc(Br)c3)C(=O)O2)c1
67) Cc1ccc(Cl)cc1NC(=O)c1ccc(Br)o1
68) COCC(=O)N1CCCCC1c1nncn1Cc1ccccc1 (stereo not drawn)
69) Cc1noc(COC2CCCN(S(=O)(=O)c3cccs3)C2)n1 (stereo not drawn)
70) CCOc1ccc(CNC(=O)C2CCCN(S(=O)(=O)N3CC(C)CC(C)C3)C2)cc1OC (stereo not drawn)

assay / compound	61	62	63	64	65	66	67	68	69	70
mHTT-CaM PPI inh	17	15	-9	94*	.	8	-15	-5	-15	3
Pf apPOL inh	-5	-3	-6	2	-6	-1	-2	-7	0	-11

A draw from above in order of molecular weight, lowest first.
60) COc1cc(C(F)(F)F)c(C(N)=O)cn1
56) c1ccc(-c2cn3nc4c(nc3n2)[nH]c2ccccc24)cc1
63) O=S(=O)(c1ccccc1C(F)(F)F)N1CCOCC1
68) COCC(=O)N1CCCCC1c1nncn1Cc1ccccc1 (stereo not drawn)
65) COC(=O)c1c(C)nn(C(=O)c2ccc(C)cc2)c1-c1cc(C)on1
52) Cn1cc(CC(=O)N2CCC(N3CCCCC3)CC2)c2cccnc21
53) CCOc1ccccc1N1CCN(Cc2ccc(O)c(OC)c2)CC1
69) Cc1noc(COC2CCCN(S(=O)(=O)c3cccs3)C2)n1 (stereo not drawn)
66) COc1cccc(C2=N/C(=C\c3cccc(Br)c3)C(=O)O2)c1
55) COc1cc(/C=C2\C(=O)NN(c3ccccc3)C2=O)cc(Cl)c1OC
62) Cc1ccc(-c2nocc2CCC(=O)N2CCN(c3ccccc3)CC2)cc1
51) COc1cc2c(cc1OC)CN(C(=O)C(c1ccccc1)n1cccc1)CC2 (stereo not drawn)

assay / compound	60	56	63	68	65	52	53	69	66	55	62	51
mHTT-CaM PPI inh	.	-3	-9	-5	.	1	4	-15	8	28	15	65*
Pf apPOL inh	5	.	-6	-7	-6	-2	-3	0	-1	-1	-3	6

59) CN(CC(=O)Nc1ccc(OC(F)(F)F)cc1)S(=O)(=O)c1cccs1
61) C=CCc1ccc(OCC(O)CN2CCN(Cc3ccccc3)CC2)c(OC)c1 (stereo not drawn)
58) O=C(CCn1ccc(=O)[nH]c1=O)N1CCCC(c2nnc(-c3cccs3)o2)C1 (stereo not drawn)
64) COc1ccccc1NC1=CC(=NS(=O)(=O)c2ccc(F)cc2)c2ccccc2C1=O
54) COc1ccccc1NC(=O)C1=C(C)Nc2nc3ccccc3n2C1c1ccccc1Cl (stereo not drawn)
70) CCOc1ccc(CNC(=O)C2CCCN(S(=O)(=O)N3CC(C)CC(C)C3)C2)cc1OC (stereo not drawn)

assay / compound	59	61	58	64	54	70
mHTT-CaM PPI inh	-9	17	-18	94*	9	3
Pf apPOL inh	-4	-5	-4	2	-1	-11

(cont.)
71) CC(C)(C)c1nc2c(Br)cc(Br)cc2c(=O)o1
72) CCOc1cc(C(=O)NC2CC2)cc(OCC)c1OCC
73) COc1ccc(/C=C2/SC(=Nc3ccc(S(N)(=O)=O)cc3)NC2=O)cc1
74) Cc1ccc(Oc2ccc(NS(=O)(=O)c3cc(F)ccc3C)cc2)nn1
75) COc1cc(C2C(C#N)=C(N)N(c3ccc(Cl)cc3)C3=C2C(=O)CCC3)cc(OC)c1OC (stereo not drawn)
76) COc1ccc(CCNc2nnc(-c3ccccc3)c(=O)[nH]2)cc1OC
77) COc1cn(-c2ccc(F)cc2)nc1C(=O)Nc1cccc(Cl)c1C
78) CCOc1ccccc1NC(=O)c1c(NCc2ccccn2)sc2c1CCC(C)C2 (stereo not drawn)
79) CNC(=O)c1cc(C)nc2c(C)cccc12
80) CCn1nc(-c2cccc(OC)c2)cc1C(=O)Nc1cccnc1

assay / compound	71	72	73	74	75	76	77	78	79	80
mHTT-CaM PPI inh	-6	-5	8	-12	27	3	-7	20	2	-2
Pf apPOL inh	0	3	1	-6	-3	-4	2	-17	-2	5

81) Oc1oc(-c2ccccc2)nc1C=Nc1nncs1
82) O=C(O)CC(C(=O)O)N1C(=O)C(=Cc2ccco2)SC1=S (stereo not drawn)
83) COCCN1C(=O)Cc2ccccc2C1C(=O)NCc1ccc(C(C)C)cc1 (stereo not drawn)
84) COc1ccc(-n2nc(C(=O)Nc3ccccc3F)c3ccccc3c2=O)c(OC)c1
85) Cc1ccccc1N1CCN(Cc2ccc(Br)o2)CC1
86) COc1ccc(N(C)C(=O)c2cc3cc4ccc(OC)cc4nc3o2)c(OC)c1
87) Cc1ccccc1-c1nc2s/c(=C\c3ccccc3)c(=O)n2n1
88) Cc1cc(O)c(C(C)(C)c2c(O)cc(C)cc2C(C)(C)C)c(C(C)(C)C)c1
89) O=C(Cc1cccc(Cl)c1)N1CCC(N2CCN(Cc3ccc(F)cc3)C2=O)CC1
90) O=C(Nc1ccc2ncnc(N3CCCCC3)c2c1)c1cccs1

assay / compound	81	82	83	84	85	86	87	88	89	90
mHTT-CaM PPI inh	8	-1	10	27	-19	34	-1	-7	35	50
Pf apPOL inh	11	31	-3	-4	-1	-3	0	.	-1	-3

91) COCc1nn(C)c2c1CN(S(=O)(=O)c1c(C)n[nH]c1C)CC2
92) COc1ccc(N/C=C(\C#N)c2nc(-c3ccccc3)cs2)c(OC)c1
93) CC(=O)NCCc1csc(C2CCN(C(=O)c3c(F)cccc3F)CC2)n1
94) O=[N+]([O-])c1ccc(Nc2nc(Cl)nc(NCCO)n2)cc1
95) O=c1cc(O)c2sc(SCCN3CCCC3)nc2[nH]1
96) Cc1cccc(Nc2nccc(C3CCCN(C(=O)c4ccc(C#N)cc4)C3)n2)c1 (stereo not drawn)
97) CCn1nnnc1SCSc1nnnn1CC
98) CCCc1cc(C(=O)N2CCCC2c2ccccc2C)no1 (stereo not drawn)
99) CN(C)/C=C/C=C/C=C1\CCC/C(=C\C=C\N(C)C)C1=O

assay / compound	91	92	93	94	95	96	97	98	99
mHTT-CaM PPI inh	5	13	16	7	-2	14	-6	-16	42
Pf apPOL inh	4	1	0	0	.	-5	.	-2	-10

Bioassay records as filed in PubChem BioAssay.
